SW480 rerep = DNA re-replication induction in SW480 cells | SW480 DNA re-replication, Hoechst DNA content imaging, 48 h | Potency, µM (series often up to 46.1 µM), inactives show top-dose re-replication activation, actives largely listed as activators | 340,000 compounds, 1.8% hits | AID 624297; also: potency is read from the fitted curve at half-maximal effect; % of control where 0% means no effect; nearly all actives have a fitted effect of over 55% in size
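Readout is total intensity of Hoechst-stained nuclei, excited at 405 nm and collected at 500-530 nm. Compound treatment lasted 48 hr at 37 C in 5% CO2 before staining.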
HT1080 IDH1KD tx = HT-1080 IDH1 knockdown cell toxicity (counter line) | 360,000 compounds, 2% hits | Potency, µM (highest dose often 46.1 µM), without a hit: at the top dose activity, negative = toxicity, usual class: cytotoxic | HT-1080 IDH1 knockdown viability, ATP luminescence, 48 h;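 also: potency is read from the fitted curve at half-maximal effect; 0% = DMSO wells and -100% = cell-free medium wells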
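Using the IDH1-knockdown HT-1080 line run in the same batch and compound series as the NT line, viability after 48 h at 37 °C was determined by CellTiter-Glo luminescence and expressed as % activity.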
HT1080NT lethal = kills 2HG-producing HT-1080-NT fibrosarcoma cells; Potency, µM (titrated, usually from 46.1 µM), without a hit: at the top dose activity, negative = less viability, hits mostly cytotoxic; HT-1080-NT fibrosarcoma viability, CellTiter-Glo ATP luminescence, 48 h; 360,000 compounds, 1.6% hits;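 also: NT is the 2HG producing partner of a matched IDH1 knockdown line; potency is read from the fitted curve at half-maximal effect; 0% = DMSO-treated cells and -100% = media-only wells without cells; nearly all actives have a fitted effect of over 55% in size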
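A 48-hour cytotoxicity screen used HT-1080-NT cells plated 2 hours before compound delivery. ATP-based CellTiter-Glo luminescence measured viability, normalized to DMSO and no-cell controls.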
HepG2 viability = counter-screen for TGF-b inhibitors: cytotoxicity in HepG2 cells; AID 588856; HepG2 CAGA-GFP viability, ATP luminescence, 18 h; Potency, µM (top dose mostly 46.1 µM), inactives show at the top dose activity change, negative = cytotoxicity, hits mostly cytotoxic; 410,000 compounds, 0.76% hits; also: potency is read from the fitted curve at half-maximal effect; some results filed as inactive show a strong effect at the top dose
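HepG2 CAGA-GFP cells (1000/well, DMEM with 1% FBS) received compound, then TGF-beta at 500 pg/mL final, and were incubated 18 hours at 37 degrees C. Viability was read by CellTiter-Glo luminescence. Media-only wells were set as complete cell-killing and DMSO as no toxicity.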
KB-3-1 cytotox = KB-3-1 parental cell cytotoxicity. KB-3-1 viability, CellTiter-Glo ATP luminescence, 72 h. 400,000 compounds, 1.4% hits. Potency, µM (doses to about 46.1 µM), for the others: at the top dose activity change, negative = cytotoxic, most hits filed as cytotoxic; also: potency is read from the fitted curve at half-maximal effect; % is scaled to controls: 0 for no effect and ±100 for the full control effect; nearly all actives have a fitted effect of over 60% in size
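Parental KB-3-1 adenocarcinoma cells in phenol-red-free DMEM with 10% FBS were pin-treated with compounds at several concentrations, incubated 72 h at 37 °C, and viability read by CellTiter-Glo luminescence; concentration-effect curves were fitted after normalization.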
ATXN viability = viability counter-screen for ATXN expression inhibitors; S2 cells (HEK-293 line with an ATXN2-luciferase reporter) viability, CellTiter-Fluor protease fluorescence, 24 h; Potency, µM (doses to about 56.7 µM), hits mostly cytotoxic; 400,000 compounds, 0.49% hits; also: potency is read from the fitted curve at half-maximal effect; nearly all actives have a fitted effect of over 40% in size
ATXN2 expr inh = inhibitors of ATXN2 expression; AID 1745845; Potency, µM (highest dose often 57 µM), inactives show at the top dose activity change, negative = inhibition, actives largely listed as inhibitors; HEK-293 ATXN2-luciferase reporter, luminescence, 24 h; 360,000 compounds, 0.72% hits; also: potency is read from the fitted curve at half-maximal effect; % is scaled to controls: 0 for no effect and ±100 for the full control effect; nearly all actives have a fitted effect of over 55% in size
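qHTS (up to 57 uM final) was run with 24 h compound exposure of reporter cells at 37 °C. Each well was multiplexed: SteadyGlo luminescence measured ATXN2-luciferase expression after a fluorogenic Gly-Phe-AFC viability readout (25 uM final).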
IL1B secr inh = blocks inflammasome-driven IL-1 beta release | THP-1 LPS/ATP IL-1B secretion, AlphaLISA, 16 h; hits give low values | 360,000 compounds, 4.7% hits | activity change, % at 57.5 µM | AID 743279; in the data active = activity change below about -50%; inconclusive = mostly about -30% to -49%; also: % is scaled to controls: 0 for no effect and ±100 for the full control effect
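Secreted IL-1B measured by AlphaLISA bead assay after 16 h compound exposure of THP-1 cells; compounds (final up to 57.5 uM) added 1 h before LPS (250 ng/mL) and ATP (1.25 mM) stimulation; lower signal means less secretion.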
MCF10A rerep = induces DNA re-replication in MCF 10a normal breast cells; MCF 10A DNA re-replication, Hoechst nuclear intensity, 48 h; Potency, µM (series often up to 46.1 µM), inactives show at the highest dose activity, positive = re-replication, hits mostly activators; 350,000 compounds, 2.9% hits; also: potency is read from the fitted curve at half-maximal effect; % of control where 0% means no effect; nearly all actives have a fitted effect of over 50% in size
* hit, by the source's call; i = inactive; ? = inconclusive; · = not tested or not shown; [ ] = dose if it differs, or a comment. Unless noted, calls follow the shape of the dose curve; as a rule, active = well fitted curve in the direction sought with a large enough effect; inconclusive = small, poorly fitted or top-dose-only effect, or another doubt; inactive = no such curve, though single readings can be large; an effect the other way counts as inactive or inconclusive.

SMILES	SW480 rerep	HT1080 IDH1KD tx	HT1080NT lethal	HepG2 viability	KB-3-1 cytotox	ATXN viability	ATXN2 expr inh	IL1B secr inh	MCF10A rerep
C[C@H](CO)N1C[C@H](C)[C@@H](CN(C)Cc2ccc(Cl)c(Cl)c2)Oc2c(NS(=O)(=O)c3ccc(F)cc3)cccc2C1=O	-1.7%	?	?	-15.8%	?	?	?	-82.2*	8.2%
O=C(CSc1nnc(-c2ccccc2)o1)N1CCN(c2ccccc2)CC1	-2.5%	8.7%	7.5%	-0.2%	0.0%	i	-1.1%	-1.7	-22.1%
CCCCN(C)S(=O)(=O)c1ccc(NC2=NS(=O)(=O)c3ccccc32)cc1	·	·	·	-42.6%	-14.9%	i	-3.4%	·	·
O=c1c2ccccc2nc(SCc2ccc([N+](=O)[O-])cc2)n1CCCO	9.8%	?	?	0.2%	-8.6%	i	1.2%	-12.8	15.9%
O=C(c1cccnc1)N1c2ccccc2Sc2ccccc21	-25.0%	-11.3%	-2.8%	-18.3%	-15.7%	i	-27.7%	-15.7	3.8%
CN(C)c1ccc(-c2nnc3n(Cc4ccccc4)c(=O)c4ccccc4n23)cc1	·	·	·	4.1%	4.9%	i	12.9%	·	·
Cc1ccc(S(=O)(=O)N(C)C)cc1NC(=O)COC(=O)C1COc2ccccc2O1 (stereo not given)	1.2%	-2.9%	1.6%	-4.7%	11.8%	i	8.5%	19.2	1.5%
O=C(N/N=C/c1cccc(Br)c1)c1ccc(N2CCCC2=O)cc1	?	?	?	-11.6%	?	i	-22.4%	-55.3*	?
Cc1ccc2oc(=O)c(S(=O)(=O)c3ccc(C(C)(C)C)cc3)cc2c1	·	·	·	0.8%	-5.4%	i	1.5%	·	·
Cc1nnc(SCC(=O)N2CCCCC2)s1	-14.6%	0.3%	4.7%	-0.1%	-14.2%	i	15.5%	-0.3	0.6%

Arranged by value in SW480 rerep (highest first): 3 of the compounds above.
Molecule | SW480 rerep
Cc1ccc(S(=O)(=O)N(C)C)cc1NC(=O)COC(=O)C1COc2ccccc2O1 (stereo not given) | 1.2%
C[C@H](CO)N1C[C@H](C)[C@@H](CN(C)Cc2ccc(Cl)c(Cl)c2)Oc2c(NS(=O)(=O)c3ccc(F)cc3)cccc2C1=O | -1.7%
Cc1nnc(SCC(=O)N2CCCCC2)s1 | -14.6%

Remaining list, next part:
SMILES	SW480 rerep	HT1080 IDH1KD tx	HT1080NT lethal	HepG2 viability	KB-3-1 cytotox	ATXN viability	ATXN2 expr inh	IL1B secr inh	MCF10A rerep
COc1cccc([C@@H]2CC=C(C(=O)O)[C@H](c3ccccc3F)N2S(=O)(=O)c2ccc(C)cc2)c1	-5.0%	-6.7%	-20.4%	-1.4%	2.3%	i	5.7%	56.9	-1.5%
O=C(COC(=O)C1CC1)Nc1ccc(Cl)cc1Cl	1.6%	0.9%	0.5%	0.1%	-1.2%	?	·	-1.8	-0.7%
COc1ccc(Cn2ccnc2SCC(=O)Nc2ccc(F)cc2F)cc1	·	-2.8%	-0.7%	-16.2%	-8.3%	i	·	0.1	·
COCCNC(=S)N/N=C(\C)c1ccc(O)cc1	?	-12.1%	-2.4%	6.0%	16.5%	i	-5.7%	7.7	14.6%
CCc1nnc(NC(=O)CSc2nnc(CNc3ccc(C)cc3)n2C)s1	-4.8%	0.9%	13.6%	-35.9%	4.1%	i	6.0%	32.7	-9.0%
Cc1ccc(COc2ccc3c(c2)OCO3)cc1	-0.3%	3.4%	3.7%	8.6%	10.7%	i	88.8%[activator]	-21.7	6.2%
Clc1cccc(-c2ccc(CNCCCN3CCOCC3)o2)c1	?	-2.4%	-18.8%	-0.2%	-3.0%	i	-12.4%	-23.4	0.0%
Cc1nnc(CN(C)C(=O)c2cc(COc3ccc(F)cc3Cl)on2)o1	-13.6%	11.8%	-0.5%	-18.9%	3.2%	i	29.9%	i	1.0%
COc1ccc(CCNC(=O)c2cc3c(=O)n4ccccc4nc3n(CC3CCCO3)c2=N)cc1 (stereo not given)	-34.8%[inhibitor]	4.2%	1.9%	-20.8%	0.0%	i	-11.4%	-10.2	?
Cc1cc(C)c(Cn2c(C)c(CNCCCc3ccccc3)c(C(=O)O)c2C)c(C)c1	·	·	·	-3.4%	-1.7%	?	1.5%	·	·
O=C(NC1CCCc2ccccc21)c1ccccc1 (stereo not given)	11.7%	-6.9%	1.6%	-8.5%	-0.8%	i	-3.2%	4.8	0.6%
CC(Cl)C(=O)N1c2ccccc2CCc2ccccc21 (stereo not given)	14.6%	0.6%	2.2%	-17.8%	-28.2%	i	·	-8.0	4.7%
CC1Sc2ccc(S(=O)(=O)N3CCC(C(=O)N4CCN(C)CC4)CC3)cc2NC1=O (stereo not given)	9.4%	10.9%	0.6%	-14.2%	-1.1%	i	-1.7%	2.3	4.0%
CN(Cc1cc2ccccc2[nH]c1=O)S(C)(=O)=O	-0.7%	1.7%	-7.9%	-10.0%	-7.3%	i	-7.0%	0.6	-3.1%
COc1ccc(Cc2nnc(NC(=O)C(C)C)s2)cc1	-1.9%	0.1%	-23.5%	-22.0%	-9.0%	i	-15.7%	7.4	-4.9%
COc1cc(C2c3c(-c4cc(C)ccc4O)n[nH]c3C(=O)N2Cc2cccnc2)cc(OC)c1OC (stereo not given)	·	·	·	-21.8%	4.6%	i	1.1%	·	·
CN(C(=O)c1ccc2c(c1)OCO2)C1(C)CCS(=O)(=O)C1 (stereo not given)	-32.2%[inhibitor]	14.4%	-1.4%	13.1%	7.2%	i	-17.8%	7.4	-9.7%
O=C(c1cc(-c2ccccc2)on1)N1CCCCCC1	?	17.9%	6.7%	-13.5%	-10.3%	i	30.6%[activator]	-14.7	-14.9%
CC(=O)N/C(=C\c1ccccc1)C(=O)OC(C)C(=O)Nc1ccccc1F (stereo not given)	-9.0%	-0.2%	1.3%	8.4%	1.5%	i	·	-20.0	-3.4%
Cn1c(SCC(=O)N2CCc3ccccc32)nnc1C1CC1	-4.2%	17.5%	12.6%	15.8%	5.5%	i	8.7%	7.8	-3.6%
CCn1c(CN2CCCCC2)nc2cc(NC(=O)c3cccc([N+](=O)[O-])c3)ccc21	·	·	·	-28.4%	-5.0%	?	-19.9%	·	·
O=C(CC[C@H]1O[C@@H](n2ccc(=O)[nH]c2=O)[C@H](O)[C@@H]1O)N[C@H](Cc1ccccc1)C(=O)NCC1CCCCC1	·	7.0%	?	1.0%	0.1%	i	5.2%	7.1	·
O=C(NNC(=O)c1ccccc1-n1cccc1)c1cccnc1	·	3.5%	3.1%	-3.2%	2.5%	?	·	9.5	·
COC(=O)C1C(=O)c2c([nH]c(C(=O)OCCSC)c2C)CC1C (stereo not given)	-0.6%	4.9%	4.8%	-10.4%	5.6%	i	52.0%[activator]	?	1.6%
Cc1ccc(NC(=O)/C(C#N)=C/c2ccc(C)s2)c(C)c1	-3.9%	-15.3%	-11.7%	2.1%	-4.1%	i	23.4%	-7.3	15.7%
CSc1ccccc1NC(=O)CN(C)C(=O)c1ccc2c(c1)OCCO2	1.7%	24.4%	7.5%	-6.1%	2.8%	i	-8.0%	7.0	0.4%
Cc1cc(S(=O)(=O)n2ccnc2C(C)C)cc([N+](=O)[O-])c1C	·	·	·	-15.8%	-2.5%	i	1.3%	·	·
O=C(COc1ccccc1)N1CCN(S(=O)(=O)Cc2ccccc2)CC1	3.5%	-2.3%[9.24 µM]	-4.6%	-4.3%	-2.4%	i	-13.5%	27.7	11.8%
COCCNC(=O)COC(=O)c1nsc(Cl)c1Cl	-0.8%	7.6%	15.8%	4.7%	-1.8%	i	-0.3%	-12.4	1.3%
Cc1ccc(C(=O)Nc2ccccc2SCC2CSc3nc4ccccc4c(=O)n32)cc1 (stereo not given)	6.3%	?	-17.8%	-25.1%	?	?	6.9%	-7.8	27.0%
CC1CCCCC1NC(=O)CSc1nnc(-c2ccco2)n1N (stereo not given)	·	7.3%	10.2%	-24.1%	8.0%	i	·	5.7	·
CCCS(=O)(=O)N1CCC(C(=O)Oc2ccc(OC)cc2)CC1	0.9%	?	?	-7.9%	9.1%	i	-8.6%	29.1	14.1%
Cc1ccc(S(=O)(=O)NCc2ccccc2)cc1C(=O)N1CCN(S(=O)(=O)c2ccccc2)CC1	-5.5%	-5.2%	2.7%	-18.3%	12.3%	i	8.4%	14.4	6.7%
CCN(c1cccc(C)c1)C(C(=O)Nc1ccc(OC)cc1)c1cc2c(cc1[N+](=O)[O-])OCO2 (stereo not given)	5.6%	-8.7%	-13.2%	-1.8%	-1.6%	?	-9.3%	-12.3	5.3%
CCOC(=O)C1=CCN(S(=O)(=O)c2ccc(C)cc2)C1c1ccc(C(C)C)cc1 (stereo not given)	·	?	-26.0%	-17.8%	-0.5%	?	-34.7%	16.8	·
COC(=O)[C@]12CCCCC=C1N(Cc1cccc3ccccc13)C(=O)[C@H](CC(=O)NCc1cccs1)C2	·	?	?	·	?	?	?	-59.9*	·
CCOc1ccc(-c2ccc(NS(=O)(=O)c3cc(C)c(C)cc3C)cc2)nn1	·	·	·	-3.9%	-0.2%	?	-36.8%	·	·
COc1ccc(C(C(=O)NCc2ccccc2)n2c(-c3ccccn3)nc3ccccc32)cc1 (stereo not given)	·	?	?	·	?	·	·	-15.7	·
Cc1ccc(NC(=O)C(NS(=O)(=O)c2ccc3c(c2)CCC(=O)N3)c2ccccc2)cc1C (stereo not given)	·	·	·	-23.0%	0.6%	i	42.5%[activator]	·	·
CCN(CC)CCNC(=O)c1cn(C)c2ccc(S(=O)(=O)N(C)C3CCCCC3)cc2c1=O	-0.8%	-2.9%	-0.9%	3.0%	1.1%	i	-10.8%	?	1.5%
CCN(CC)S(=O)(=O)c1ccc(NC(=O)COc2cccc(-n3cnnn3)c2)cc1	-5.3%	-11.0%	-1.4%	-4.9%	10.5%	i	-4.2%	-7.0	1.9%

Assay outcomes from PubChem.
